# NRP1-CendR mod: modulators of CendR peptide binding to NRP-1, primary screen, biochemical, fluorescence polarization, uHTS. Neuropilin-1 (Homo sapiens), O14786. FAM-RPARPAR peptide binding to NRP-1. inhibition, % at 25 µM. hit rate 0.85% among 360,000;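 active means inhibition or corrected inhibition above about 18%, plus a signal ratio from 0.5 to 1.5, limit read from the data, passing the limit was not always enough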; further: strong numbers were not always called active
# SUMO1-SIM PPI: modulators of SUMO1 protein-protein interactions, primary screen, biochemical, uHTS; inhibition, % at 20 µM; Small ubiquitin-related modifier 1 (Homo sapiens), P63165; SUMO1 binding to a labelled peptide, TR-FRET, 1 h; hit rate 0.33% among 360,000; in the data active means inhibition above about 37%
# Target sequence (P63165 whole entry, looked up): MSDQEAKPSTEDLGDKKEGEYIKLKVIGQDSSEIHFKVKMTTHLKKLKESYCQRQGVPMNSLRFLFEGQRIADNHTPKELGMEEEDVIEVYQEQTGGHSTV
# bovine MsrA act: bovine MsrA enzyme activators, primary screen, biochemical, absorbance, HTS; AID 602163, 2012; purified bovine MsrA, absorbance read-out; hit rate 0.3% among 360,000; activation, % at 10.6 µM; Methionine sulfoxide reductase A (Bos taurus); in the data active means activation above about 7.5%;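 further: 0% = vehicle and 100% = reference activator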
# DNMT1 inh: human DNMT1 methyltransferase inhibitors, primary screen, biochemical, molecular beacon, fluorescence, HinP1I cleavage, uHTS; DNA (cytosine-5)-methyltransferase 1 (Homo sapiens), P26358; inhibition (reported as % activation of signal), % at 10 µM; hit rate 0.83% among 360,000; AID 588458, 2011; in the data active means inhibition above about 50%
# LMPTP inh: LMPTP phosphatase inhibitors, primary screen, biochemical, fluorescence intensity, uHTS; recombinant LMPTP-A, OMFP fluorogenic substrate; AID 651560, 2012; inhibition, % at 20 µM; Low molecular weight phosphotyrosine protein phosphatase (Homo sapiens), P24666; hit rate 0.22% among 360,000;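 active means compounds that cut the enzyme signal by at least half of the control window in the single-dose screen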;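 further: plate controls were DMSO wells with enzyme plus substrate for no effect and substrate without enzyme for full effect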
# Target sequence (P24666 whole entry, looked up): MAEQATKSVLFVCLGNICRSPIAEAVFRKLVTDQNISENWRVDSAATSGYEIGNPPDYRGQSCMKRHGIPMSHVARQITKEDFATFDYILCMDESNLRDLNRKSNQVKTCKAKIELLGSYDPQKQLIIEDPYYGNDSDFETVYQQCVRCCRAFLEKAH
#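 Buffer or medium: Bis-Tris pH 6.0, DTT, detergent; Assay system: LMPTP-A enzyme; Quantity: 0.625 nM enzyme; Detection: endpoint fluorescence intensity; Times: 50 min dark incubation at room temperature; Controls: substrate-only low control, DMSO enzyme-plus-substrate high control; Doses: single 20 µM dose; Read-out: percent inhibition versus substrate-only and uninhibited controls; Reagent: 400 µM OMFP.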
# eLon inh: inhibitors of E. coli Lon protease, primary screen, biochemical, fluorescence polarization. purified E. coli Lon protease. P0A9M0. inhibition, % at 7.94 µM. hit rate 0.42% among 360,000; in the data active means inhibition above about 13%, passing the limit was not always enough;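 further: 0% = enzyme with probe and DMSO and 100% = no enzyme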
# Target sequence (P0A9M0 whole entry, looked up): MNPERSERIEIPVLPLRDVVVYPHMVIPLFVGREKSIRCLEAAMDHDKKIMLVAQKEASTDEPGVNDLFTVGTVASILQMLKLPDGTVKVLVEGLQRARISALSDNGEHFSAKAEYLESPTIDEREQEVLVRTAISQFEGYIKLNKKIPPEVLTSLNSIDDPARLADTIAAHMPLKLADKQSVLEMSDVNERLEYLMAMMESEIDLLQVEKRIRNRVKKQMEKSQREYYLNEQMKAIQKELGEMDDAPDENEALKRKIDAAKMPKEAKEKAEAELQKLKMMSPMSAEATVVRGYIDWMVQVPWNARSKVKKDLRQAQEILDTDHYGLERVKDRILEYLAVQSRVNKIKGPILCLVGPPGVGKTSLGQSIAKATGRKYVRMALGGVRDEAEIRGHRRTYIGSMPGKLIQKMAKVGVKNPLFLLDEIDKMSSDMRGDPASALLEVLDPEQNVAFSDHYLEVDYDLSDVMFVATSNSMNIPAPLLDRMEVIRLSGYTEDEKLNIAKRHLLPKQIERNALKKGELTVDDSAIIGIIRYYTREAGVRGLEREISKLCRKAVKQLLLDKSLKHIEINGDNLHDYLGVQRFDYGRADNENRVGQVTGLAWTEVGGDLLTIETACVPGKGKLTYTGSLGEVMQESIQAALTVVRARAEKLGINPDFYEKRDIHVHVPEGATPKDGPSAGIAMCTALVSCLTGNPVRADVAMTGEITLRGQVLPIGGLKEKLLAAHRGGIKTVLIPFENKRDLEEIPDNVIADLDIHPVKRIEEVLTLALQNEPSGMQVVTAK
# MsrA inhibitor: bovine MsrA enzyme inhibitors, primary screen, biochemical, absorbance, HTS | purified bovine MsrA, absorbance read-out | hit rate 0.75% among 360,000 | inhibition, % at 15.5 µM; in the data active means inhibition above about 4.5%;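 further: 0% = vehicle wells with enzyme and 100% = reference inhibitor wells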
# Scp-1 inhibitor: Scp-1 phosphatase inhibitors, primary screen, biochemical, colorimetric, uHTS. Carboxy-terminal domain RNA polymerase II polypeptide A small phosphatase 1 (Homo …. Recombinant Scp1, phosphopeptide, malachite green phosphate absorbance. inhibition, % at 20 µM. hit rate 0.88% among 340,000. AID 493091, 2011;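 active means inhibition above about 50% at 20 µM, limit read from the data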;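 further: plate controls were DMSO wells with enzyme for no effect and wells lacking enzyme for full effect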
#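 System: SCP-1 catalytic domain; Reagent: Phospho 17-mer peptide substrate; Doses: one concentration, 20 µM, with 1.0% DMSO; Incubation: 45 min room-temperature reaction, 5 min colour, 30 min stabiliser; Signal: Phosphate-binding colour reagent, absorbance read at 630 nm.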
# TbMetRS inhib: T. brucei MetRS inhibitors, primary screen, biochemical, luminescence; hit rate 0.4% among 360,000; inhibition, % at 11.9 µM; purified T. brucei MetRS, ATP depletion, Kinase-Glo luminescence;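 active means inhibition above a per-plate cutoff of the control wells' mean inhibition plus 3 SD, cut at about 5.5% in these data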;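 further: 0% = DMSO wells median and 100% = median of wells with control inhibitor compound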
#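 Material: T. brucei methionyl-tRNA synthetase, purified; reagent: substrates ATP, L-methionine and bulk Escherichia coli tRNA; dosing: 11.9 µM single point; timing: 15 min plus 2 h at 25 °C; detection: luminescence of leftover ATP; evaluation: % inhibition; control set: DMSO-only wells as low control; replicates: singlicate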
# STEP block: STEP phosphatase inhibitors, primary screen, biochemical, fluorescence intensity, uHTS; Tyrosine-protein phosphatase non-receptor type 5 (Homo sapiens), P54829; recombinant STEP, OMFP fluorogenic substrate; inhibition, % at 20 µM; hit rate 0.25% among 360,000; AID 588621, 2011;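 active means inhibition at 20 µM, scaled per plate between control wells, above about 37%, limit read from the data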;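 further: 0% = DMSO with enzyme and substrate and 100% = substrate only without enzyme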
#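 Test system: STEP tyrosine phosphatase / Reagent: OMFP at 25 µM / Doses: 20 µM, 1% DMSO / Read-out: percent inhibition scaled to no-enzyme and uninhibited-enzyme controls, plate-pattern corrected / Detection: FITC-channel fluorescence of OMFP product / Medium: Bis-Tris buffer pH 6.0, 2.5 mM DTT, 0.005% Tween 20 / Schedule: 20 min at room temperature, dark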
# An asterisk follows results filed as active; x = no result given.
NRP1-CendR mod,SUMO1-SIM PPI,bovine MsrA act,DNMT1 inh,LMPTP inh,eLon inh,MsrA inhibitor,Scp-1 inhibitor,TbMetRS inhib,STEP block,Structure
-8,0,-1,-3,0.2,-2,0.1,-4,-0.4,3,CCC(=O)N1CCN(c2ccccc2NC(=O)c2cccc(C)c2)CC1
8,1,-4,3,0.1,-1,-0.3,-13,3.7,-2,O=C(NCc1ccc(Cl)cc1Cl)Nc1ccccc1
-1,-17,-3,-7,-0.1,2,2.0,-17,0.1,2,O=C(CN1CCN(Cc2ccc(Cl)cc2)CC1)N/N=C/C=C/c1ccccc1[N+](=O)[O-]
-2,-4,1,-7,-1.8,-21,0.4,-12,-0.5,0,COc1ccc(C(=O)Cc2nnc(C)s2)cc1
-2,4,-2,1,-2.3,-2,1.1,3,-0.4,-2,O=C(Nc1ccccc1)NC1CCN(Cc2c(F)cccc2Cl)CC1
14,-2,-3,1,0.1,-1,0.7,-9,-0.5,-2,CC(C)Cc1cc(C(=O)N2CCCC(CCC(=O)N(C)CCc3ccccn3)C2)no1 (stereo not drawn)
11,2,-12,8,-0.5,15,0.0,x,-1.5,-4,CN1OC[C@@H]2CN(C(=O)C(C)(C)C)[C@H](c3ccc(-c4cccnc4)cc3)C[C@@H]21
9,-6,-6,-1,-2.3,10,0.5,-4,-1.6,0,CC1CCN(CCCCOc2cccc(C(C)C)c2)CC1
0,3,-4,1,-1.2,-9,0.9,-6,-0.2,-1,Cc1ccc(C(=O)NCCNC(=O)c2ccc(C)nc2)cc1
1,-2,-14,2,1.4,-3,0.5,-4,-1.0,-1,CCn1c(SCC(=O)Nc2c(C)n(C)n(-c3ccccc3)c2=O)nc2c1c(=O)n(C)c(=O)n2C
11,7,-6,3,1.0,1,0.3,x,0.1,-1,CC(C)Oc1cc(F)ccc1-c1cc(C(=O)Nc2ccccc2)[nH]n1
-7,3,-2,4,0.3,5,0.1,61*,-0.6,-2,COC(=O)c1c(Sc2ccccc2)c2ccccc2n1C
-36,-3,-8,0,2.8,-10,-0.4,x,-0.2,-3,COC(=O)c1ccc2nc(-c3ccco3)c(Cc3ccccc3)n2c1
1,-1,-5,-3,0.2,-1,0.0,-7,-0.3,-2,Cc1ccc(S(=O)(=O)N2CCN(C(=O)c3ccc(OCc4c(C)noc4C)cc3)CC2)cc1
-4,-2,-3,2,-0.8,-4,0.5,-5,-0.4,1,O=C(Nc1ccc2ccccc2c1)c1ccccc1F
21,1,2,12,-0.7,-15,-0.4,0,0.1,-1,CC1(C)NS(=O)(=O)Oc2ccccc21
-7,-6,-1,24,-0.4,-1,0.2,50*,-0.2,5,C#Cc1ccc([C@H]2C=C(C(=O)O)O[C@@H](OCc3ccc(CO)cc3)C2)cc1
-22,-1,-3,-4,-0.3,-1,1.2,-9,-0.4,-1,CC(C)CCc1noc(CN(C)CC2CCN(Cc3ccccc3)CC2)n1
0,1,2,6,-0.8,-2,0.6,0,-0.3,1,CC(C)(C)OC(=O)NOCC(=O)N(CC(=O)c1ccccc1)Cc1ccccc1
7,3,0,1,0.3,-6,0.1,-8,0.3,2,O=C(NCCc1ccccc1)c1ccccc1NS(=O)(=O)N1CCCC1
12,-3,-2,1,-1.6,2,0.1,-8,-0.5,-2,CCc1ccc(NC(=O)CCS(=O)(=O)c2ccc3c(c2)CCN3C(C)=O)cc1
-14,2,-6,4,1.6,6,-1.1,-1,-0.8,1,O=C(NCc1ccco1)c1ccc(-c2csnn2)cc1
0,-19,-3,1,-0.1,0,-0.7,10,-0.4,2,CCOC(=O)C1CCCN(/C=C2\SC(=S)N(CC)C2=O)C1 (stereo not drawn)
1,2,-1,4,0.3,-5,1.9,-5,-0.3,-3,CC(CN1CCCCC1)OC(=O)/C=C/c1ccccc1 (stereo not drawn)
18,-6,-1,40,-2.6,5,0.6,-5,0.2,2,c1ccc(OCCN2C3=NCCN3c3ccccc32)cc1
-2,3,0,0,0.7,-5,0.4,-12,0.2,9,Cc1ccc2c(c1)NC(=O)C(CC(=O)N(C)Cc1ccccc1)O2 (stereo not drawn)
-9,-3,-10,-2,-0.9,1,4.3,4,-0.2,3,Cn1nccc1C(=O)Nc1sc2c(c1C#N)CCCC2
8,0,0,0,-0.6,4,1.1,-8,-0.2,-4,CC(=O)NC1(c2cccc(F)c2)CCN(CC(=O)NC(C)C)CC1
2,0,2,-2,1.9,-9,0.3,-7,-0.2,-2,c1ccc(CSc2ccc(-c3ccccn3)nn2)cc1
3,-2,-6,-1,-0.7,-1,1.3,-4,-0.9,-2,Cc1cc(/C=N/n2cnnc2)c(C)n1-c1ccccc1
-9,-1,-4,-4,-0.9,-8,1.1,-7,-0.9,0,CCOC(=O)c1cc(CC)sc1N
-2,3,1,-2,-1.6,10,2.4,x,-0.3,-2,CCOc1ccccc1N(CC(=O)N1CCN(Cc2ccccc2)CC1)S(=O)(=O)c1ccccc1
15,2,-3,2,-1.2,0,3.1,-8,-0.5,-3,Cc1cc(C)c2c(c1)/C(=N/NC(=O)c1ccc(O)cc1)CCC2
14,6,-2,0,-0.8,-1,0.3,-6,1.5,-4,COCCNC(=O)C(c1ccc(OC)cc1)N(Cc1ccco1)C(=O)CCC(=O)Nc1ccccn1 (stereo not drawn)
1,1,-12,28,2.8,3,2.6,-3,0.1,-1,C=CC(=O)N1C/C(=C/c2ccccc2)C(=O)/C(=C\c2ccccc2)C1
7,-3,-3,2,-1.2,0,-0.5,-3,-0.4,-1,Cc1cc(NC(=O)Nc2cccc(C(F)(F)F)c2)n(C)n1
-10,7,x,x,3.8,x,-0.9,x,-0.4,x,COC(=O)[C@@]12C[C@@H](CC(=O)NCC34CC5CC(CC(C5)C3)C4)C(=O)N(Cc3ccco3)C1=CCC(C)(C)C2
3,-4,0,-4,0.7,2,0.2,-2,-0.5,-1,COc1ccc(NC(=O)N2CCCC2C(=O)Nc2ccc(C)c(Cl)c2)cc1 (stereo not drawn)
0,0,-4,1,-0.7,-5,-0.7,x,-0.2,-1,O=C(Nc1ccccc1)C1Cc2c(-c3cccc(F)c3)ccnc2O1 (stereo not drawn)
0,2,-1,1,-3.2,-14,-1.1,-9,0.1,1,O=c1[nH]c(=O)n(C2CCCO2)cc1F (stereo not drawn)
-12,-5,-1,-1,3.6,-4,2.7,-9,0.4,-1,O=C1OCCN1C(=O)[C@H]1[C@H](c2ccccc2)C(c2ccc(F)cc2)=NN1c1ccccc1
3,-6,-2,-2,0.5,4,0.2,-6,0.7,0,Fc1ccc(CNc2ccccn2)cc1
4,2,-3,-3,-1.1,-12,0.5,x,0.0,2,CC1CCCCC1NC(=O)CSc1nnc(-c2ccco2)n1N (stereo not drawn)
4,-4,2,13,-0.7,8,-0.7,0,-1.0,2,Cc1cc(C)nc(N2CCC(C(=O)Nc3ccc4c(c3)CCC4)CC2)n1
-3,0,-1,0,-0.8,-5,0.9,18,-0.8,-4,COc1cccc(CN2CCC(N(CCc3ccccc3)Cc3ccccc3)CC2)c1OC
4,1,-1,-1,-1.3,3,0.5,-5,-0.5,1,COc1ccc(C(=O)NN=C2CCCC2)cc1OC
-7,6,-5,-3,-0.1,1,0.6,-4,-0.3,-5,CCOC(=O)CN1CCC(c2ccccc2)CC1
1,1,-3,-2,-0.8,0,0.0,1,-0.3,2,C=CCn1c(SCC(=O)Nc2ccc(F)cc2F)nnc1-c1cnccn1
1,-1,-2,-6,0.2,4,1.9,1,-0.3,1,CC(=O)c1sc(NC(=O)c2ccc(COc3ccccc3Cl)o2)nc1C
-3,-8,-1,-1,-0.4,-1,0.4,-6,-0.1,0,COc1ccccc1C(=O)NC(=O)COC(=O)Cc1ccccc1[N+](=O)[O-]
7,-1,-3,-8,2.1,-4,-0.4,-2,-0.1,0,Cn1cc(Cl)c(C(=O)OCC(=O)Nc2nc(-c3ccc(Br)cc3)cs2)n1
8,2,-5,3,-0.5,-6,0.6,3,-0.3,-1,CC(C)(C)C(=O)N1CCn2c1nc1ccccc12
46*,1,-4,4,3.9,-3,-0.5,-10,-1.2,0,COc1ccc(OCC(=O)O/N=C(\N)Cc2ccc(Cl)cc2Cl)cc1
9,5,-12,3,-1.2,-1,0.9,0,-0.5,2,Cc1cc(C)c(C)c(S(=O)(=O)N2CCN(C(=O)CNC(=O)c3ccco3)CC2)c1C
10,-1,-5,0,1.4,11,-0.7,0,-1.2,1,CCc1ccc(C(C(=O)NCc2ccc(OC)cc2)N(CCOC)C(=O)Cc2cccs2)cc1 (stereo not drawn)
-14,-6,-3,1,-2.1,6,1.8,-5,-0.5,12,O=C(CCN1C(=O)c2ccccc2C1=O)Nc1cccc(S(=O)(=O)NC2=NCCC2)c1
-12,3,2,6,5.1,7,2.0,-8,-0.9,1,Cc1ccccc1-c1cccc([C@@H]2C[C@H]3[C@H](CON3C)CN2Cc2ccccc2)c1
15,6,-3,-4,0.7,-12,0.1,5,-0.4,-1,Nc1ccc2c(c1Br)Cc1ccccc1-2
8,-3,-10,5,2.6,6,0.2,-1,-0.9,-1,CCOc1ccc(CC(=O)NNC(=O)/C=C/C(=O)O)cc1

# Record cards, from the list above. Values in the order: NRP1-CendR mod	SUMO1-SIM PPI	bovine MsrA act	DNMT1 inh	LMPTP inh	eLon inh	MsrA inhibitor	Scp-1 inhibitor	TbMetRS inhib	STEP block
# COCCNC(=O)C(c1ccc(OC)cc1)N(Cc1ccco1)C(=O)CCC(=O)Nc1ccccn1 (stereo not drawn) across the screens: 14	6	-2	0	-0.8	-1	0.3	-6	1.5	-4
# Cn1cc(Cl)c(C(=O)OCC(=O)Nc2nc(-c3ccc(Br)cc3)cs2)n1 across the screens: 7	-1	-3	-8	2.1	-4	-0.4	-2	-0.1	0
# O=C(Nc1ccccc1)C1Cc2c(-c3cccc(F)c3)ccnc2O1 (stereo not drawn) across the screens: 0	0	-4	1	-0.7	-5	-0.7	x	-0.2	-1

# High-throughput results as filed in PubChem.
